Screening data as filed in PubChem BioAssay.
G9a inh: qHTS Assay for Inhibitors of Histone Lysine Methyltransferase G9a; Histone-lysine N-methyltransferase EHMT2 (Homo sapiens), Q96KQ7; G9a H3K9 monomethylation, AlphaScreen, 2 h; Potency, µM (titrated, usually from 102 µM), inactives show at the highest dose activity, negative = inhibition, usual class: inhibitors; 350,000 compounds, 8.8% hits; note: potency is the fitted concentration of half-maximal effect; % is set by controls: 0 for no effect and ±100 for the full control effect; nearly all actives have a fitted effect of over 75% in size
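AlphaScreen read-out: biotin-H3K9 peptide (500 nM) methylation by 20 nM enzyme with 20 uM SAM, 2 h at room temperature after 15 min compound preincubation; anti-monomethyl H3K9 antibody plus donor/acceptor beads, 10 min dark.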
JMJD2A Tudor inh: qHTS Assay for Inhibitors of JMJD2A-Tudor Domain | 390,000 compounds, 4.4% hits | Lysine-specific demethylase 4A (Homo sapiens), O75164 | Potency, µM (series often up to 114 µM), without a hit: at the top dose activity change, negative = inhibition, actives largely listed as inhibitors | AlphaScreen JMJD2A-Tudor / H3K4me3 peptide binding; note: potency is the fitted concentration of half-maximal effect; % is set by controls: 0 for no effect and ±100 for the full control effect; nearly all actives have a fitted effect of over 50% in size
Target sequence (O75164 whole entry, looked up, the tested form may be a part): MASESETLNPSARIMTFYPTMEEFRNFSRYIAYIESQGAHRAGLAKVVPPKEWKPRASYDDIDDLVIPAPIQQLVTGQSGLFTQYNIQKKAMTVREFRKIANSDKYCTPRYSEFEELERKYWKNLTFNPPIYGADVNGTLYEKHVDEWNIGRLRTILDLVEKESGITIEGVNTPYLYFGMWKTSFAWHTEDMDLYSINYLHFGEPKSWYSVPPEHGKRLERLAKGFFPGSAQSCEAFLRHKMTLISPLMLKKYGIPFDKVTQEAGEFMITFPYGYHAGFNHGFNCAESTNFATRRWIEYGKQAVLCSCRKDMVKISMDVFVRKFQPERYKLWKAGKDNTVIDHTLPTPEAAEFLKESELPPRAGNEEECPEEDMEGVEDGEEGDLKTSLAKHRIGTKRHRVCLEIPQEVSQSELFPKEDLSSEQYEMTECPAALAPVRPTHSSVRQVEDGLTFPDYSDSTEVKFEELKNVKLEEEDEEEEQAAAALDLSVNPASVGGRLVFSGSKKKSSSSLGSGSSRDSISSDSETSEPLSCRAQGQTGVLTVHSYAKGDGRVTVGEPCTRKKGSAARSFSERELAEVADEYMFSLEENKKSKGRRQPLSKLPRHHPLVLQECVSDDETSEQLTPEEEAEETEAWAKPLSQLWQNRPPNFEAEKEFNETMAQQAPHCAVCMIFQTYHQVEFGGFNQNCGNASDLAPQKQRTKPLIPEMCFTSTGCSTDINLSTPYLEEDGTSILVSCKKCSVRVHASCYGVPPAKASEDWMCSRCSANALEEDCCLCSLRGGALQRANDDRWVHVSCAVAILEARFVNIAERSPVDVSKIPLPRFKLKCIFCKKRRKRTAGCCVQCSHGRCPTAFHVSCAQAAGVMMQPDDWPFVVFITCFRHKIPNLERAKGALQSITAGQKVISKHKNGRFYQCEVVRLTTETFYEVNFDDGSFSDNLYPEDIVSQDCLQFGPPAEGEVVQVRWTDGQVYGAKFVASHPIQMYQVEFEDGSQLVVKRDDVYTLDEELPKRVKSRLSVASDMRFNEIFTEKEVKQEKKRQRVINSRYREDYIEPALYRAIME
GLS inhibitor: qHTS for Inhibitors of Glutaminase (GLS); Glutaminase kidney isoform, mitochondrial (Homo sapiens), O94925; GLS enzymatic activity, qHTS titration; Potency, µM (series often up to 45.5 µM), inactives show top-dose activity change, negative = inhibition, actives largely listed as inhibitors; 410,000 compounds, 0.21% hits; AID 624170, 2012; note: potency is the fitted concentration of half-maximal effect; % is set by controls: 0 for no effect and ±100 for the full control effect
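Assay buffer: 45 mM KH2PO4 pH 8.2, 0.02% Tween-20. hKGA acts on L-glutamine (1 mM solution added); product glutamate is reported by an oxidase/peroxidase Amplex Red coupling, with fluorescence taken at baseline and 30 min.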
12-LOX inh: Primary qHTS assay for inhibitors of human arachidonate 12S-lipoxygenase (ALOX12): Round 2; Polyunsaturated fatty acid lipoxygenase ALOX12 (Homo sapiens), P18054; purified 12hLO, xylenol orange hydroperoxide absorbance; Potency, µM (series often up to 108 µM), without a hit: at the top dose activity change, negative = inhibition, actives largely listed as inhibitors; 580,000 compounds, 1.1% hits; AID 1671190, 2021; note: potency is the fitted concentration of half-maximal effect; % is set by controls: 0 for no effect and ±100 for the full control effect
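Purified human 12hLO at 150 nM in 25 mM Hepes, 0.01% Triton X-100, pH 7.0, preincubated 15 min at room temperature with compound. Reaction started with 40 uM arachidonic acid, 30 min at room temperature. Hydroperoxide measured by Fe-xylenol orange, 573/405 nm absorbance ratio.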
RGS4 inhibitor: Inhibitors of Regulator of G Protein Signaling (RGS) 4: qHTS; Regulator of G-protein signaling 4 (Homo sapiens), P49798; Transcreener GDP fluorescence polarization, RGS4-accelerated GTP hydrolysis; Potency, µM (titrated, usually from 114 µM), for the others: at the highest dose activity change, negative = inhibition, most hits filed as inhibitors; 390,000 compounds, 0.039% hits; AID 504845, 2011; note: potency is the fitted concentration of half-maximal effect; % is set by controls: 0 for no effect and ±100 for the full control effect; nearly all actives have a fitted effect of over 75% in size; some results filed as inactive show a strong effect at the top dose
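MLSMR compounds (23 nl, pin-transferred) preincubated 10 min at room temperature with a 500nM (2x) first reagent, then RGS4 at 900nM (2x) plus Transcreener GDP mix added; fluorescence polarization (620/688 nm) read before and after 90 min at 30 °C.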
BAZ2B inh: qHTS Assay for Inhibitors of BAZ2B; Bromodomain adjacent to zinc finger domain protein 2B (Homo sapiens), Q9UIF8; AlphaScreen BAZ2B-H3K14Ac peptide displacement; Potency, µM (highest dose often 114 µM), inactives show at the top dose activity change, negative = inhibition, most hits filed as inhibitors; 360,000 compounds, 4.4% hits; AID 504333, 2011; note: potency is the fitted concentration of half-maximal effect; % is set by controls: 0 for no effect and ±100 for the full control effect; nearly all actives have a fitted effect of over 60% in size
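BAZ2B 50 nM plus b-H3(5-23)K14Ac 50 nM, PBS pH 7.4/0.01% Tween-20, 30 min RT; compound added (max 110 uM), 30 min RT; streptavidin donor/Ni-chelate acceptor beads 10 ug/mL final, 20 min dark; AlphaScreen read.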
ERG Ets-DNA blk: qHTS for Small Molecule Inhibitors of the ERG Ets/DNA interaction. fluorescence polarization, His-ERG Ets domain / labelled DNA. Potency, µM (series often up to 76.9 µM), for the others: at the highest dose FP activity, negative = inhibition, usual class: inhibitors. 370,000 compounds, 0.028% hits. Transcriptional regulator ERG (Homo sapiens), P11308; active = well fitted inhibition curve with a large enough effect in the polarisation, with a control signal flat; inconclusive = small, poorly fitted or top-dose-only effect, or effect the other way, or a change in a side signal; inactive = no such curve, though single readings can be large or run the other way; the % refers to the polarisation;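 note: polarization taken with two DNA probes labelled with fluorescein and Texas red; potency is the fitted concentration of half-maximal effect; % of control where 0% means no effect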
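His-tagged ERG Ets domain (1 uM in the protein solution; 300mM KCl, 50mM Tris-HCl, 1mM EDTA, 1mM DTT, pH 7.5) received compound, then a probe mix of 5 nM fluorescein-DNA and 100nM Texas-615-DNA. Fluorescence polarization was read for both dyes.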
HP1b binding inh: HTS for Inhibitors of HP1-beta Chromodomain Interactions with Methylated Histone Tails; AID 540317, 2011; AlphaScreen HP1-beta / biotin-H3K9me3 peptide binding; Potency, µM (titrated, usually from 114 µM), for inactives: at the highest dose activity change, negative = inhibition, actives largely listed as inhibitors; 390,000 compounds, 0.56% hits; note: potency is the fitted concentration of half-maximal effect; nearly all actives have a fitted effect of over 70% in size; inactives centre near 23
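AlphaScreen: HP1-beta (50 nM) preformed 30 min with biotin-H3(1-18)K9me3 peptide (50 nM) in PBS pH 7.4, 0.01% Tween-20. Compound added for 30 min at RT, then streptavidin donor/nickel chelate acceptor beads (10 ug/mL) for 30 min.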
PI4K2A inh: qHTS for small molecular inhibitors of PI4K2A. purified PI4K2A, ADP-Glo luminescence, 1 h; active compounds read low. 420,000 compounds, 0.13% hits. Phosphatidylinositol 4-kinase type 2-alpha (Homo sapiens), Q9BTU6. activity change, negative = inhibition, % at 76.9 µM; in the data active = activity change below about -50%; inconclusive = mostly about -30% to -49%;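 note: -100% = wells without enzyme as full effect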
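Compounds are screened against recombinant PI4K2A using PI as substrate and ATP, the latter dispensed at 300 microM. Reactions run one hour at ambient temperature before ADP-Glo detection; full inhibition defined by wells lacking enzyme.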
* hit, by the source's call; ? = inconclusive; . = not tested or not shown; [ ] = remark or other dose. Unless noted, calls come from the whole dose curve; as a rule, active = well fitted curve in the direction sought with a large enough effect; inconclusive = small, poorly fitted or top-dose-only effect, or another doubt; inactive = no such curve, though single readings can be large; an effect the other way counts as inactive or inconclusive. A portion of the library; the hit share may differ from the screen's.

no.	Structure	G9a inh	JMJD2A Tudor inh	GLS inhibitor	12-LOX inh	RGS4 inhibitor
1	CC(=O)c1ccc(NS(=O)(=O)c2ccc3[nH]c(=O)[nH]c3c2)cc1	-20%[59 µM]	-14%	-11%	?	23%
2	Cc1cc(Cl)ccc1OCC(=O)N/N=C/c1ccc(OC2OC(CO)C(O)C(O)C2O)cc1 (stereo unspecified)	32%	-10%	-6%	-10%	-8%
3	CCCCNC(=S)NC(=O)c1ccc(Cl)cc1Cl	18%[59 µM]	23%	0%	29%	-14%
4	Cn1c(C=O)c(-c2ccc3c(c2)OCCO3)c2ccccc21	9%[0.501 µM]	140%[activator]	1%	-9%	-2%
5	Cc1oc(-c2cccs2)nc1CS(=O)CC(=O)NC1CCCCCC1 (stereo unspecified)	40µM*	-22%	0%	17%	?
6	COc1ccccc1-n1c(SCC(=O)NC2CCS(=O)(=O)C2)nc2ccccc2c1=O (stereo unspecified)	-14%[12.7 µM]	-8%	9%	-10%	-2%
7	Cc1ccc(S(=O)(=O)Nc2cccc(C(=O)NCCCn3ccnc3)c2)cc1F	-34%	-12%	-2%	14%	9%
8	COc1ccc(OCC(=O)NCCS(=O)(=O)N2CCN(c3ccc(F)cc3)CC2)cc1	18%[59 µM]	-12%	0%	-6%	25%
9	O=C1CCCc2cc3c(cc21)CC1(C3)Cc2cc3c(cc2C1)C(=O)CCC3	-4%	-15%	8%	-12%	17%
10	Cc1cccc(OC(C)C(=O)Nc2ccc3c(c2)OCCO3)c1 (stereo unspecified)	.	-11%	7%	7%	-23%
11	CCC(C)NC(=O)COC(=O)c1ccccc1OCC(=O)Nc1ccc(Br)cc1 (stereo unspecified)	12%	-9%	-10%	-15%	-15%
12	O=C(Cn1ncc(Cl)c(Cl)c1=O)N1CCN(S(=O)(=O)c2ccc3ccccc3c2)CC1	45µM*	-4%	-9%	-5%	-18%
13	CC(=O)c1c(C)[nH]c(C(=O)NNC(=O)COc2cc(C)cc(C)c2)c1C	50µM*	-14%	4%	16%	-26%
14	O=C1OCCC1Sc1nnnn1-c1ccccc1 (stereo unspecified)	10%[0.0925 µM]	6%	8%	-25%	-25%
15	Cc1ccc(CCNC(=O)c2cccc(Nc3nc4ccccc4nc3-n3nc(C)cc3C)c2)cc1	2%[59 µM]	-1%	0%	7%	3%

no.	BAZ2B inh	ERG Ets-DNA blk	HP1b binding inh	PI4K2A inh
1	-4%	8%	14%[57 µM]	1
2	-2%	-3%	-5%	-4
3	5%	-7%	66%	-3
4	138%[activator]	8%	226%[activator]	-3
5	-2%	-2%	7%	-11
6	6%	-8%	40%[activator]	1
7	-33%	-3%	29%	-9
8	-2%	9%	45%[activator]	6
9	-4%	-1%	16%	1
10	.	14%	27%[57 µM]	2
11	13%	-17%	20%	-3
12	11%	12%	36%	6
13	-26%	-11%	17%	-1
14	8%	1%	25%	-3
15	3%	-1%	19%	0

no.	Structure	G9a inh	JMJD2A Tudor inh	GLS inhibitor	12-LOX inh	RGS4 inhibitor
16	COc1ccc(S(=O)(=O)Nc2cccc3c2O[C@H](CN(C)Cc2ccc(C(=O)O)cc2)[C@@H](C)CN([C@H](C)CO)C3=O)cc1	.	-1%	5%	-46%	3%
17	O=C(Nc1cccc(C(F)(F)F)c1)c1cc[n+]([O-])cc1	14%	-15%	-2%	17%	4%
18	Cc1ccc(NS(=O)(=O)c2cc(C(=O)NCCCN(C)C)ccc2Cl)cc1Cl	79µM*	-7%	-9%	-30%	-11%
19	Cc1ccc(-n2cnc3c(sc4nccc(N(C)C)c43)c2=O)cc1	-4%	-21%	3%	-11%	-23%
20	O=C(Nc1ccc2c(c1)OCO2)Nc1ccc2c(c1)OCO2	3%	-27%	-12%	-1%	-3%
21	COc1ccc(/C=C/C(=O)Nc2sc3c(c2C(N)=O)CCCC3)cc1	-26%[59 µM]	?	-5%	0%	-21%
22	CN1CCN(/N=C/c2nc(-c3ccccc3)n3ccccc23)CC1	14µM*	?	25%	21%	5%
23	COc1cc2c(cc1OC)C(c1cccs1)CC(=O)N2 (stereo unspecified)	5%[59 µM]	-16%	.	-1%	-20%
24	COC(=O)C1=C(CSCc2ccco2)NC(=O)NC1c1cc(C)ccc1C (stereo unspecified)	?	-34%	-4%	?	-11%
25	CCc1nnc(NC(=O)COC(=O)c2cc(OC)cc(OC)c2)s1	.	-19%	1%	?	4%
26	COc1ccc(F)cc1NC(=O)C1CCN(c2nc(-c3ccc(OC)c(OC)c3)no2)CC1	6%[59 µM]	-10%	-3%	-21%	-14%
27	Cc1nc2cc(-c3ccccc3)nn2c(C)c1CCC(=O)NC(C)c1ccc2c(c1)OCCO2 (stereo unspecified)	13%	-20%	-10%	3%[57.4 µM]	13%
28	CN(CC(=O)Nc1ccc(F)cc1)C(=O)COC(=O)c1cc([N+](=O)[O-])ccc1N1CCOCC1	?	-13%	-2%	.	-44%
29	CCOC(=O)c1c(C)[nH]c(C(=O)OCC(=O)NC(C)C)c1C	6%[12.7 µM]	2%	3%	9%	8%
30	c1ccc(-c2noc(-c3cccc4ccccc34)n2)cc1	53%[activator][12.7 µM]	29%	-6%	13%	-22%

no.	BAZ2B inh	ERG Ets-DNA blk	HP1b binding inh	PI4K2A inh
16	.	5%	36%	-2
17	-2%	2%	-14%	1
18	6%	-6%	34%	-1
19	8%	-5%	16%	?
20	-22%	0%	28%	-1
21	0%	-9%	21%	7
22	?	3%	-5%	0
23	-10%	-1%	20%	2
24	?	4%	-4%	-1
25	.	41%[activator]	22%	7
26	-3%	11%	32%	-2
27	-6%	-21%	31%	0
28	-28%	12%	41%	1
29	4%	7%	28%	-1
30	365%[activator]	-13%	203%[activator]	0

no.	Structure	G9a inh	JMJD2A Tudor inh	GLS inhibitor	12-LOX inh	RGS4 inhibitor
31	O=C(Cc1sc(-c2ccccc2Cl)nc1-c1ccccc1)Nc1ccc(F)cc1	-17%[12.7 µM]	-6%	1%	32%[activator]	-17%
32	CCOC(=O)N1CCN(C(=O)c2ccc(Cn3c(=S)[nH]c4ccc(Br)cc4c3=O)cc2)CC1	1%	-30%	0%	2%	39%
33	CC1CCN(C(=O)C2CCCN(S(C)(=O)=O)C2)CC1 (stereo unspecified)	33%[59 µM]	-10%	-3%	3%	1%
34	O=C(Cc1cccs1)NC1(C(=O)NC2CCCC2)CCCCC1	8%[59 µM]	-7%	-5%	-8%	0%
35	Cc1nn(-c2ccc(Cl)cc2)c(=O)c2c(C)noc12	.	3%	-2%	97%[activator]	-31%
36	Cc1cc(NC(=O)c2ccccc2Cl)no1	-8%	-10%	-1%	435%[activator]	12%
37	O=C(OCCN1CCCCC1)c1cccc(Cl)c1	12%	-14%	3%	?	23%
38	COc1ccccc1CCC(=O)NNC(=O)c1ccc(Br)cc1	1%	-8%	-7%	-2%	-14%

no.	BAZ2B inh	ERG Ets-DNA blk	HP1b binding inh	PI4K2A inh
31	36%[activator]	4%	24%	4
32	-2%	3%	27%	4
33	-7%	.	32%	0
34	1%	12%	45%[activator]	4
35	13%	-8%	82%[activator]	1
36	2%	-11%	22%	0
37	2%	1%	21%	-3
38	1%	-13%	24%	9

Record cards (already shown):
CC1CCN(C(=O)C2CCCN(S(C)(=O)=O)C2)CC1 (stereo unspecified) across the screens: G9a inh: 33%[59 µM]; JMJD2A Tudor inh: -10%; GLS inhibitor: -3%; 12-LOX inh: 3%; RGS4 inhibitor: 1%; BAZ2B inh: -7%; ERG Ets-DNA blk: .; HP1b binding inh: 32%; PI4K2A inh: 0
CCOC(=O)N1CCN(C(=O)c2ccc(Cn3c(=S)[nH]c4ccc(Br)cc4c3=O)cc2)CC1 across the screens: G9a inh: 1%; JMJD2A Tudor inh: -30%; GLS inhibitor: 0%; 12-LOX inh: 2%; RGS4 inhibitor: 39%; BAZ2B inh: -2%; ERG Ets-DNA blk: 3%; HP1b binding inh: 27%; PI4K2A inh: 4
